West Nile virus CPE = West Nile virus antiviral activity, cell-based, CPE readout (AID 1621); hit rate 0.02% among 290,000; CPE inhibition, % at 10 µM; hits with a dose series show IC50 in µM; West Nile virus-infected cells, CPE inhibition; higher % means a stronger effect; in the data active = a potency from the dose series; inconclusive = CPE inhibition mostly from about 3.7% at the one dose, without a potency; inactive = the rest, 99 in 100 with CPE inhibition below about 2.2%; also: strong numbers were not always called active
Dengue-2 NS5 capping = Dengue-2 NS5 methyltransferase inhibitors, primary screen, biochemical, confirmation dose response (AID 588689) | inhibition, % at 25 µM; hits with a dose series show IC50 in µM | hit rate 0.3% among 340,000 | Dengue-2 NS5 methyltransferase capping enzyme assay, biochemical; higher % means a stronger effect | Genome polyprotein (Dengue virus type 2 (strain 16681-PDK53)); in the data active = a potency from the dose series; inconclusive = inhibition above about 29% without an active follow-up result
Yfh1-depleted yeast = enhancers of respiration in Yfh1-depleted yeast, dose response, Friedreich's ataxia, plus single-dose screen (AID 1465); S. cerevisiae Yfh1-off respiration, WST-1 reduction, 72 h; higher fold induction means a stronger effect; fold induction at 50 µM; hits with a dose series show EC50 in µM; hit rate 0.074% among 220,000;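 active = fold induction of absorbance versus untreated yeast above a set limit, then at least 30% activation at any dose in follow-up; inconclusive = repeats straddling the limit, or above it without dose testing; inactive = fold induction below the set limit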;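 also: activators that raise dye reduction in frataxin-depleted yeast; strong numbers were not always called active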
Dengue-2 NS5 capping pilot replicate = also measured in Dengue-2 NS5 capping; calls as there; inhibition, %; measured here: pilot screen replicate inhibition
* = called active by the depositor; i = inactive; ? = inconclusive; . = no result given; & = joins results of further samples.

SMILES	West Nile virus CPE	Dengue-2 NS5 capping	Yfh1-depleted yeast	others
CCCN1CCC[C@@H]2Cc3nc(N)ncc3C[C@H]21	0.8%	.	i
CC(=O)O[C@@H]1/C=C/[C@](C)(O)C[C@@H](C)C/C=C/[C@H]2[C@H](O)C(C)=C(C)[C@H]3[C@H](Cc4ccccc4)NC(=O)[C@@]123	0.2%	.	i
CC(=O)OC1CC2(O)C3CCC4CC(O)CCC4(C)C3CCC2(C)C1C1=CC(=O)OC1 (stereo not given)	.	0.8%	.
C[C@@H]1CN([C@H](C)CO)C(=O)CCCn2nncc2CO[C@@H]1CN(C)C(=O)Oc1ccccc1	.	2.3%	.
COC(=O)C1=C(c2ccc(-c3ccccc3)c(F)c2)C[C@@H]2CC[C@H]1N2C(=O)NCCOc1ccccc1Cl	.	-3.2%	.
Cc1ncc(CNC(=O)N(CCCl)N=O)c(N)n1	.	-4.5%	.
Cc1cccc(CC(c2cccc(C)c2)N(C)C)c1 (stereo not given)	.	-1.9%	.
COC(=O)C1=C(c2ccc(OC(F)(F)F)cc2)C[C@@H]2CC[C@H]1N2C(=O)NC1Cc2ccccc2C1	.	-3.2%	.
Cc1cnc(-n2c(=S)[nH]c3ccccc3c2=O)s1	.	0.0%	.
COC(=O)C1=C(c2ccc(OC)c(OC)c2)C[C@@H]2CC[C@H]1N2C(=O)N1CCC(O)CC1	.	-6.3%	.
O=C(CCC(=O)N1C[C@H]2C[C@@H](C1)c1cccc(=O)n1C2)NCc1ccccc1C(F)(F)F	.	-2.2%	.
COC(=O)C1=C(c2ccc(F)cc2F)C[C@@H]2CC[C@H]1N2C(=O)NCCOc1ccc(OC)cc1	.	-4.0%	.
CCCOC(=O)c1ccc(-[n+]2c(-c3ccccc3)cc(-c3ccccc3)cc2-c2ccccc2)cc1	.	6.3%	.
CC1OC(OC2C=C3CCC4C(CCC5(C)C(c6ccc(=O)oc6)CCC45O)C3(C)CC2)C(O)C(OC2OC(CO)C(O)C(O)C2O)C1O (stereo not given)	.	-2.3%	.
C=CCN1CC[C@]23c4c5ccc(O)c4OC2C(O)CC[C@@]3(O)[C@H]1C5 (stereo not given in full)	.	-4.1%	.
Nc1ccc(Cl)c(Cl)c1	.	-2.9%	.
CC(=O)N(C)C1=Nc2ccc(Cl)cc2C(c2ccccc2)=[N+]([O-])C1	.	-2.7%	.
O=C(Cc1cc(=O)oc2cc(O)ccc12)NN=Cc1ccc(N(CCCl)CCCl)cc1	.	-12.4%	.
CN(C)C1(CNC(=O)c2ccc(NS(=O)(=O)c3ccc(Cl)c(Cl)c3)cc2)CCCCC1	.	2.9%	.
COc1cc2c(c(OC)c1O)-c1ccc(OC)c(=O)cc1C(NC(=O)C(F)(F)F)CC2 (stereo not given)	.	-7.7%	.
BrCC(Br)C1CCC(Br)C(Br)C1 (stereo not given)	.	5.8%	.
C=C1C(=O)OC2C1CCC(C)C1(O)C=CC(=O)C21C (stereo not given)	.	0.0%	.
O=C(NCC1=C(c2cccc3ccccc23)C[C@@H]2CC[C@H]1N2Cc1ccco1)c1cccnc1	.	3.4%	.
Brc1ccc(Oc2ccc(Br)cc2Br)c(Br)c1	.	1.5%	.
CCC1(CC)C(=O)C=CNC1=O	.	0.0%	.

Following part
SMILES	West Nile virus CPE	Dengue-2 NS5 capping	Yfh1-depleted yeast	others
O=C1NC(=O)C(Cc2ccccc2)(Cc2ccccc2)C(=O)N1Cc1ccccc1	.	1.9%	.
COc1cc(C(=O)NN=Cc2ccc(N(CCCl)CCCl)cc2)cc(OC)c1OC	.	0.0%	.
O=C(O)COc1ccc(Cl)cc1Cl	.	-1.6%	.
CC(C)S(=O)(=O)N1Cc2ccccc2-n2nncc2C1	.	0.6%	.
O=[N+]([O-])c1cccc(NP(=O)(N2CC2)N2CC2)c1	.	-3.1%	.
N#C/C(=C\c1ccc(O)cc1)C(=O)O	.	-8.2%	.
CCc1nccc2c1[nH]c1ccccc12	.	-0.7%	.
O=C/C=C/c1ccccc1	.	2.9%	.
COC(=O)C1=C(c2ccc(OC)c(OC)c2)C[C@@H]2CC[C@H]1N2C(=O)NC1CCCCC1	.	6.8%	.
COC(=O)C1=C(c2ccc(C(C)=O)cc2)C[C@@H]2CC[C@H]1N2C	.	4.9%	.
COC(=O)C1=C(c2ccc(F)cc2F)C[C@@H]2CC[C@H]1N2C(=O)NCc1ccco1	.	-0.8%	.
COC1C(O)C(C)OC(OC2CCC3(C=O)C(CCC4C3CCC3(C)C(C5=CC(=O)OC5)CCC43O)C2)C1O (stereo not given)	.	2.2%	.
O=C(O)CCCOc1ccc(Cl)cc1Cl	.	0.0%	.
COC1=C[C@@H]2C3=C([C@@H]2C1=O)[C@@H](NC(C)=O)CCc1cc(OC)c(OC)c(OC)c13	.	-8.1%	.
CC12CCC(=O)C=C1CC(O)C1C2CCC2(C)C1CCC2(C)O (stereo not given)	.	10.1%	.
COc1cc2c(cc1OC)C13CCN4CC5=CCOC6CC(=O)N2C1C6C5C3C4 (stereo not given) (tested in a mixture with another compound)	.	0.8%	.
C[C@H]1CN([C@@H](C)CO)C(=O)CCCn2nncc2CO[C@@H]1CN(C)C(=O)Oc1ccccc1	.	-8.5%	.
CCOC(=O)[C@]12Cc3ccccc3[C@H]1N(Cc1ccccc1)C(=O)c1ccccc12	.	-4.8%	.
Cc1ccccc1C(=O)N1CC1C (stereo not given)	.	7.2%	.
C[C@]12CCC(=O)C=C1CCC1C2CC[C@@]2(C)C1CC[C@@H]2O (stereo not given in full)	.	3.2%	.
NCCc1c[nH]c2ccc(O)cc12	.	-5.1%	.
COC1=CC2C3Cc4ccc(OC)c(O)c4C2(CCN3C)CC1=O (stereo not given)	.	-8.5%	.
O=C(COC(=O)Cc1ccccc1)Nc1cc(S(=O)(=O)N2CCCCC2)ccc1Cl	.	2.9%	.
N#CC1=C(N)Oc2c(c(=O)oc3ccccc23)C1c1ccc(OC(=O)N2CCOCC2)cc1 (stereo not given)	.	6.8%	.
C=C(C)C1(CCCC)C(=O)NC(=S)NC1=O	.	-3.9%	.

Following part
SMILES	West Nile virus CPE	Dengue-2 NS5 capping	Yfh1-depleted yeast	others
S=C(N1CCCCCC1)N1CC1	.	-5.4%	.
CC1=C2[C@H]3OC(=O)[C@@H](C)[C@@H]3CC[C@@]2(C)C=CC1=O	.	-0.7%	.
Cc1cc(C(=O)OCC(=O)Nc2cccc(F)c2)c(C)n1C1CC1	.	1.5%	.
CCCNC(=O)N1[C@H]2CC[C@@H]1C(C(=O)OC)=C(c1c(C)noc1C)C2	.	-4.8%	.
O=C(O)C1CC2(Cl)C(Cl)=C(Cl)C1(Cl)C2(Cl)Cl (stereo not given)	.	-5.4%	.
CC=C(C)C(=O)OC1CCN2CC=C(COC(=O)C(O)(C(C)OC)C(C)(C)O)C12 (stereo not given)	.	-5.6%	.
Cn1cc(C(=O)OCC(=O)NC2(C#N)CCCC2)c2ccccc21	.	3.0%	.
CC(C)(O)/C=C/C(=O)C(C)(O)C1C(O)CC2(C)C3CC=C4C(C=C(O)C(=O)C4(C)C)C3(C)C(=O)CC12C (stereo not given)	.	-11.6%	.
COC(=O)C1=C(c2ccc(F)cc2OCc2ccccc2)C[C@@H]2CC[C@H]1N2C(=O)NCc1ccc(Cl)cc1	.	-5.2%	.
COc1ccc(NP2(=O)NCCCN2)cc1	.	?	.
COC(=O)C1=C(c2ccc3ccccc3c2)C[C@@H]2CC[C@H]1N2C(=O)NCc1ccc(C(F)(F)F)cc1	.	4.2%	.
COC(=O)C1=C(c2ccc(OC)c(OC)c2)C[C@@H]2CC[C@H]1N2C(=O)NC1Cc2ccccc2C1	.	-2.7%	.
O=C1CC(N2CC2)C(=O)N1c1ccccc1 (stereo not given)	.	4.0%	.
CCOCC1(CCc2ccccc2)C(=O)NC(=S)NC1=O	.	-8.5%	.
CC(=O)Nc1ccc(S(=O)(=O)N2Cc3cnnn3-c3ccccc3C2C#N)cc1 (stereo not given)	.	-7.3%	.	Dengue-2 NS5 capping pilot replicate=-6.7
CCCN(CCC)C(=O)Cc1c(-c2ccc(Cl)cc2)nc2c(Cl)cc(Cl)cn12	.	-6.6%	.
C[C@@H]1O[C@@H](O[C@@H]2C=C3CC[C@@H]4C(CC[C@]5(C)[C@@H](c6ccc(=O)oc6)CC[C@]45O)[C@@]3(C)CC2)[C@H](O)[C@H](O)[C@H]1O (stereo not given in full)	.	-2.8%	.
Cc1ccc2c(c1N)C(=O)c1ccccc1C2=O	.	4.4%	.
CC(=O)Nc1ccc(C=C2C(=O)NC(=O)NC2=O)cc1	.	8.5%	.
CC(=O)O[C@H]1CC[C@]2(C)C3CC[C@@]4(C)C(C[C@@H](O)[C@@H]4O)C3[C@@H](OC(C)=O)C[C@H]2C1 (stereo not given in full)	.	0.6%	.
Oc1ccccc1-[n+]1c(-c2ccccc2)cc(-c2ccccc2)c(O)c1-c1ccccc1	.	-5.8%	.
COC(=O)C1=C(c2ccc(F)cc2F)C[C@@H]2CC[C@H]1N2C(=O)NCCO	.	-3.5%	.
Nc1ccc(Br)cc1	.	-11.3%	.
CN1C(=O)NC(=O)C(N=Nc2ccc(Cl)cc2)C1=O (stereo not given)	.	1.9%	.
COCCNC(=O)N1[C@H]2CC[C@@H]1C(C(=O)OC)=C(c1cccc(C#N)c1)C2	.	-0.8%	.

16 entries from above, sorted by formula weight, lowest first.
SMILES	West Nile virus CPE	Dengue-2 NS5 capping	Yfh1-depleted yeast	others
Nc1ccc(Br)cc1	.	-11.3%	.
S=C(N1CCCCCC1)N1CC1	.	-5.4%	.
Cc1ccc2c(c1N)C(=O)c1ccccc1C2=O	.	4.4%	.
CC(=O)Nc1ccc(C=C2C(=O)NC(=O)NC2=O)cc1	.	8.5%	.
CN1C(=O)NC(=O)C(N=Nc2ccc(Cl)cc2)C1=O (stereo not given)	.	1.9%	.
CCOCC1(CCc2ccccc2)C(=O)NC(=S)NC1=O	.	-8.5%	.
Cn1cc(C(=O)OCC(=O)NC2(C#N)CCCC2)c2ccccc21	.	3.0%	.
CCCNC(=O)N1[C@H]2CC[C@@H]1C(C(=O)OC)=C(c1c(C)noc1C)C2	.	-4.8%	.
COC(=O)C1=C(c2ccc(F)cc2F)C[C@@H]2CC[C@H]1N2C(=O)NCCO	.	-3.5%	.
COCCNC(=O)N1[C@H]2CC[C@@H]1C(C(=O)OC)=C(c1cccc(C#N)c1)C2	.	-0.8%	.
CC(=O)Nc1ccc(S(=O)(=O)N2Cc3cnnn3-c3ccccc3C2C#N)cc1 (stereo not given)	.	-7.3%	.	Dengue-2 NS5 capping pilot replicate=-6.7
CC(=O)O[C@H]1CC[C@]2(C)C3CC[C@@]4(C)C(C[C@@H](O)[C@@H]4O)C3[C@@H](OC(C)=O)C[C@H]2C1 (stereo not given in full)	.	0.6%	.
CCCN(CCC)C(=O)Cc1c(-c2ccc(Cl)cc2)nc2c(Cl)cc(Cl)cn12	.	-6.6%	.
COC(=O)C1=C(c2ccc3ccccc3c2)C[C@@H]2CC[C@H]1N2C(=O)NCc1ccc(C(F)(F)F)cc1	.	4.2%	.
CC(C)(O)/C=C/C(=O)C(C)(O)C1C(O)CC2(C)C3CC=C4C(C=C(O)C(=O)C4(C)C)C3(C)C(=O)CC12C (stereo not given)	.	-11.6%	.
COC(=O)C1=C(c2ccc(F)cc2OCc2ccccc2)C[C@@H]2CC[C@H]1N2C(=O)NCc1ccc(Cl)cc1	.	-5.2%	.

The listing continues:
SMILES	West Nile virus CPE	Dengue-2 NS5 capping	Yfh1-depleted yeast	others
COc1ccc2c(c1OC)C(=O)O[C@@H]2[C@H]1c2cc3c(cc2CCN1C)OCO3	.	-1.5%	.
CC1CNCCN1c1ccc(Cl)cc1 (stereo not given)	.	-6.5%	.
CC1CN2C(=O)C1(c1ccccc1)C(=O)NC2=S (stereo not given)	.	-1.1%	.
COC(=O)[C@@H](c1ccccc1)C1CCCCN1 (stereo not given in full)	.	-10.9%	.
CCC(=O)OC(Cc1ccccc1)(c1ccccc1)[C@H](C)CN(C)C (stereo not given in full)	.	1.4%	.
CC(=O)OC1C(=O)OCC23CCC4(C)OC4C2OC2CC(OC(=O)C=CC=CC(=O)OCCC1C)C3(C)C21CO1 (stereo not given)	.	-4.6%	.
CC(C)[C@]12CC(=O)[C@H](C)[C@H]1C2	.	-2.2%	.
CS(=O)(=O)c1ccc(C2=C(CNC(=O)c3ccncc3)[C@H]3CC[C@@H](C2)N3Cc2ccccc2)cc1	.	4.0%	.
COC(=O)C1=C(c2ccc(S(C)(=O)=O)cc2)C[C@@H]2CC[C@H]1N2C	.	-1.4%	.
CC(=O)OC1(C)CC(C)C(=O)C(C(O)CC2CC(=O)NC(=O)C2)C1 (stereo not given)	.	-0.7%	.
CC(C)CC(N(C)C)C1(c2ccc(Cl)cc2)CCC1 (stereo not given)	.	6.2%&1.4%	.
CCN(C(=O)COC(=O)Cc1ccccc1)c1c(N)n(Cc2ccccc2)c(=O)[nH]c1=O	.	0.0%	.
C[C@H](CO)N1C[C@H](C)[C@H](CN(C)C(=O)Oc2cccc3ccccc23)OCc2cnnn2CCCC1=O	.	-2.2%	.
CCOC(C[n+]1c(-c2ccccc2)cc(C)cc1-c1ccccc1)OCC	.	1.2%	.
COc1cc(-c2ccc(N)c(OC)c2)ccc1N	.	-6.5%	.

Bioassay records deposited in PubChem BioAssay by several laboratories.

This is a subset; count on the stated rates, not on these rows.
